Source: PubChem BioAssay (several laboratories)
MrgX1 ag = agonists of human MrgX1 receptor; actives 0.44% (n = 310,000); B-score at 10 µM; MrgX1-HEK293 cells, Fluo-4 calcium fluorescence, agonist mode; stronger effect = higher value; Q96LB2; AID 588627;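 active means calcium response B-score plate-corrected fluorescence ratio at least 3 library SD, with starting fluorescence B-score inside 5 SD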
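Test system: HEK293 cells stably expressing human MrgX1 receptor; Input: fifteen thousand cells per well; Dosing: compound delivered in addition one of three; Schedule: overnight seeding, then 1 h dark dye loading; Technique: Fluo-4 NW calcium fluorescence; Measure: B-scored fluorescence response ratio; Controls: positive and negative controls per plate.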
HIF activator = HIF pathway transcriptional activation; U2OS HRE-luciferase reporter, luminescence; normalized: DMSO 0%, desferrioxamine 100%; activation, % at 7.5 µM (by protocol); actives 0.32% (n = 300,000);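 active means mean activation of at least 10% of the iron chelator positive control signal, with at least half of replicates also reaching 10%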
SKKanGAS inh = blocks kanamycin growth of S. pyogenes SKKanGAS strain; BacTiter-Glo, 6 h; inhibition, % at 7.5 µM; actives 1.3% (n = 300,000); AID 1662;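 active means mean replicate score, as percent of positive control median, at least 50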;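 further: strain carries kanamycin resistance gene driven by streptokinase promoter and grows in 40 µg/ml kanamycin; loss of luminescence reflects streptokinase promoter inhibition or plain growth inhibition; 0% = median of DMSO wells and 100% = positive control at its reference dose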
RGS4 act = potentiators or activators of RGS4; HEK293 M3R/inducible RGS4, carbachol calcium flux Fluo4; stronger effect = lower value; B-score at 10 µM; actives 0.92% (n = 310,000);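 active means B-score of the integrated calcium signal more than 4 SD below the library mean, with starting fluorescence not abnormally high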;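 further: negative B-score means reduced calcium response which marks RGS4 activation or potentiation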
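System – HEK293 FlpIn-TREx cells, stable M3R, doxycycline-inducible RGS4 · Reagent – ECmax carbachol challenge · Times – compound preincubation 20 min at room temperature before agonist · Technique – Fluo4 fluorescence kinetic imaging of calcium · Measure – B score of integrated Fluo4 ratio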
TRPC6 act = mouse TRPC6 channel activation | Q61143 | HEK293-TRPC6 membrane potential dye fluorescence; stronger effect = higher value | B-score at 10 µM | actives 0.13% (n = 310,000) | AID 2550;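 active means B-score of the integrated fluorescence ratio above library mean plus 3 SD, and starting fluorescence ratio within library mean plus 5 SD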;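 further: higher score means more depolarization so channel activation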
MrgX1 antag = human MrgX1 receptor antagonism, primary screen. B-score at 10 µM. MRGX1-HEK293 calcium flux, Fluo-4, BAM8-22 antagonism; stronger effect = lower value. actives 1.3% (n = 310,000). AID 588676. Q96LB2;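 active means calcium-response B-score plate-corrected more than 3 library SD below zero, starting fluorescence within 5 deviations, no agonist response on first addition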;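 further: peak minus trough fluorescence over baseline after final BAM8-22 challenge near maximal dose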
TRPC6 inh = blocks the mouse TRPC6 cation channel; Q61143; HEK293-TRPC6, membrane potential dye, ACh-evoked depolarization; stronger effect = lower value; B-score at 10 µM; actives 1.1% (n = 310,000); AID 2553;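 active means B-score under library mean minus 3 SD, initial fluorescence not abnormally high, positive integrated signal ratio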;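 further: B-score derived from integrated fluorescence ratio over the kinetic read; more negative B-score means stronger inhibition of depolarization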
Platelet DG rel = modulates dense granule release in human platelets. human platelet-rich plasma, SFLLRN dense granule ATP release, luminescence. inhibition, %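 (compounds screened at 7.5 µM in platelet-rich plasma)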. actives 0.22% (n = 300,000). AID 1663;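 active means mean replicate score, as percent of positive control, at or above 50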
RGS4 inh = human RGS4 inhibition | P49798 | HEK293 M3R/RGS4 inducible, Fluo-4 calcium flux; stronger effect = higher value; triggered by carbachol at its EC20 | B-score at 10 µM | actives 0.45% (n = 310,000) | AID 463165;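 active means B-score, a plate-corrected calcium signal, over three deviations above library mean, with baseline fluorescence within five deviations of library mean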;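 further: RGS4 expression induced by doxycycline in cells with stable M3 receptor; B-score is computed from the integrated fluorescence ratio over baseline after carbachol; higher B-score means a larger calcium signal and so more RGS4 inhibition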
MrgX1 allo act = allosterically activates human MrgX1 receptor signaling. Q96LB2. MrgX1-HEK293, Fluo-4 calcium flux, FDSS; stronger effect = higher value. B-score at 10 µM. actives 0.63% (n = 310,000);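 active means plate-corrected calcium response at least 3 library SD above typical, normal starting fluorescence, not activating the receptor alone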;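 further: compound read alongside a low EC10 to EC30 dose of BAM8-22 agonist; peak minus trough fluorescence over baseline measured at the second addition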
TRPC4 block = inhibitors of mouse TRPC4 channel | HEK293 TRPC4beta/mu-opioid, DAMGO-evoked Fluo4 calcium flux; stronger effect = lower value | B-score at 10 µM | actives 0.39% (n = 300,000) | AID 2247;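 active means B-score over 3 SD under the library average, no early fluorescence shift, positive overall ratio signal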
Target sequence (Q9QUQ5 whole entry, looked up): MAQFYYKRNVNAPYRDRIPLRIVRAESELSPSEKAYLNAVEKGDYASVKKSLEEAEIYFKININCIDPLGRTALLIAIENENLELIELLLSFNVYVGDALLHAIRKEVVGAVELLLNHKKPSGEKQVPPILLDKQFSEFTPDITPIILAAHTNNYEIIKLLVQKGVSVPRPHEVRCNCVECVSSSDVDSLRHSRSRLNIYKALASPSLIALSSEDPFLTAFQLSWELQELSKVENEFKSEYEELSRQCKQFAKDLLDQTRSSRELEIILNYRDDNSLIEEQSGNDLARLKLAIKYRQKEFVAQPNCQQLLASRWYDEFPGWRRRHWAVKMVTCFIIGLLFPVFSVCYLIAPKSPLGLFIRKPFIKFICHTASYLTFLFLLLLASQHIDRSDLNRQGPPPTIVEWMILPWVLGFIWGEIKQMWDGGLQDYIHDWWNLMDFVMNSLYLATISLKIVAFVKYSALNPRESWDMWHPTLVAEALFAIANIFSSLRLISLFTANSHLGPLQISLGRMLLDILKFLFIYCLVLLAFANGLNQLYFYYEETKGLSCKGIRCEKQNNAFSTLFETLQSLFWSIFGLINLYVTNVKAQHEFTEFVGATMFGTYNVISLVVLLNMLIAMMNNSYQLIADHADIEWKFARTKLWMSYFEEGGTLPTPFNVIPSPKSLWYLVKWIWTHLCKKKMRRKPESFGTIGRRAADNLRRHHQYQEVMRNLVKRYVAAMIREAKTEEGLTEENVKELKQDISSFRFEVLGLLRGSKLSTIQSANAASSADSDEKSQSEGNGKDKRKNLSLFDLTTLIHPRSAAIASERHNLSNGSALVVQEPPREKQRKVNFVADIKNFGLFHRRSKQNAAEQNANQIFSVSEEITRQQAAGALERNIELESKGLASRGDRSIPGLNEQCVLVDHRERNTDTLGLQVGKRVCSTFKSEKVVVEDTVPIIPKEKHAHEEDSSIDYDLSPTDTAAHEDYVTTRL
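material = TRPC4beta/mu-opioid receptor HEK293 cell line | probe or stimulus = sequential submaximal and maximal DAMGO stimulation | compound dosing = one concentration per compound | measured by = Fluo4 Ca2+ flux fluorescence | evaluation = integrated fluorescence ratio relative to baseline, converted to per-well B score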
Active calls of the source: *. Random draw from the library, and some 6.1% of all compounds hit somewhere here.

CCOC(=O)CSc1nsc(SCC(=O)OCC)c1C#N was read as MrgX1 ag inactive, HIF activator -1.8, SKKanGAS inh 0, RGS4 act inactive, TRPC6 act inactive, MrgX1 antag inactive, TRPC6 inh inactive, Platelet DG rel 4, RGS4 inh inactive, MrgX1 allo act inactive and TRPC4 block inactive.
Screening CCCC(=O)C1=C(O)C(C(=O)OC)C(C)(C)CC1=Nc1ccc(Br)cc1 (centres undefined) returned MrgX1 ag inactive, HIF activator 0.3, SKKanGAS inh 3, RGS4 act inactive, TRPC6 act inactive, MrgX1 antag inactive, TRPC6 inh inactive, Platelet DG rel 6, RGS4 inh inactive, MrgX1 allo act inactive and TRPC4 block inactive.
Clc1ccc(OCCCc2nc(-c3cccnc3)no2)c(Cl)c1 was read as MrgX1 ag inactive, HIF activator 0.3, SKKanGAS inh 2, RGS4 act inactive, TRPC6 act inactive, MrgX1 antag inactive, TRPC6 inh inactive, Platelet DG rel 4, RGS4 inh inactive, MrgX1 allo act inactive and TRPC4 block inactive.
`CCc1nnc(NC(=O)CSc2nnnn2C)s1` gave MrgX1 ag inactive, HIF activator 0.8, SKKanGAS inh -6, RGS4 act inactive, TRPC6 act inactive, MrgX1 antag inactive, TRPC6 inh inactive, Platelet DG rel 4, RGS4 inh inactive, MrgX1 allo act inactive and TRPC4 block inactive.
Screening Cc1cccc(N2C(=NC(=O)c3ccccc3)SC3CS(=O)(=O)CC32)c1 (centres undefined) returned MrgX1 ag inactive, HIF activator -0.2, SKKanGAS inh -1, RGS4 act inactive, TRPC6 act inactive, MrgX1 antag inactive, TRPC6 inh inactive, Platelet DG rel -2, RGS4 inh inactive, MrgX1 allo act inactive and TRPC4 block inactive.
Screening CCSc1nnc(NC(=O)C(CC)Oc2ccccc2)s1 (centres undefined) returned MrgX1 ag inactive, HIF activator -0.3, SKKanGAS inh 10, RGS4 act inactive, TRPC6 act inactive, MrgX1 antag -6.6*, TRPC6 inh inactive, Platelet DG rel -3, RGS4 inh inactive, MrgX1 allo act inactive and TRPC4 block inactive.
CCCN(C(=O)Cn1nc(C)c([N+](=O)[O-])c1C)c1c(N)n(Cc2ccccc2)c(=O)[nH]c1=O was read as MrgX1 ag inactive, HIF activator 0.4, SKKanGAS inh -1, RGS4 act inactive, TRPC6 act inactive, MrgX1 antag inactive, TRPC6 inh inactive, Platelet DG rel 4, RGS4 inh inactive, MrgX1 allo act inactive and TRPC4 block inactive.
COc1cccc(-c2nn(-c3ccccc3)cc2CN(C)C(C)c2ccon2)c1 (centres undefined) was read as MrgX1 ag inactive, HIF activator 1.2, SKKanGAS inh -2, RGS4 act inactive, TRPC6 act inactive, MrgX1 antag inactive, TRPC6 inh inactive, Platelet DG rel -4, RGS4 inh inactive, MrgX1 allo act inactive and TRPC4 block inactive.
O=C1C(C=Nc2ccccc2O)=C(O)c2ccccc21 was read as MrgX1 ag inactive, HIF activator 0.2, SKKanGAS inh 2, RGS4 act inactive, TRPC6 act inactive, MrgX1 antag inactive, TRPC6 inh inactive, Platelet DG rel 13, RGS4 inh inactive, MrgX1 allo act inactive and TRPC4 block inactive.
`Cc1cc(C)cc(NC(N)=S)c1` gave MrgX1 ag inactive, HIF activator -0.3, SKKanGAS inh -4, RGS4 act inactive, TRPC6 act inactive, MrgX1 antag inactive, TRPC6 inh inactive, Platelet DG rel 1, RGS4 inh inactive, MrgX1 allo act inactive and TRPC4 block inactive.
For C[C@H](NC(=O)N1CCn2c1nc1ccccc12)C(=O)NC1CCCCC1 the results were MrgX1 ag inactive, HIF activator -0.2, SKKanGAS inh -2, RGS4 act inactive, TRPC6 act inactive, MrgX1 antag inactive, TRPC6 inh inactive, Platelet DG rel -5, RGS4 inh inactive, MrgX1 allo act inactive and TRPC4 block inactive.
`O=C(COc1ccccc1Cl)Nc1ccc(N2CCCC2)cc1` gave MrgX1 ag inactive, HIF activator 0.8, SKKanGAS inh 34, RGS4 act inactive, TRPC6 act inactive, MrgX1 antag inactive, TRPC6 inh inactive, Platelet DG rel -1, RGS4 inh inactive, MrgX1 allo act inactive and TRPC4 block inactive.
For CCOC(=O)c1csc(COc2ccc(OC)cc2)n1 the results were MrgX1 ag inactive, HIF activator 2.3, SKKanGAS inh 4, RGS4 act inactive, TRPC6 act inactive, MrgX1 antag inactive, TRPC6 inh inactive, Platelet DG rel -9, RGS4 inh inactive, MrgX1 allo act inactive and TRPC4 block inactive.
For CN(C)CCNC(=O)C1CC(=O)N(c2ccc(F)c(Cl)c2)C1 (centres undefined) the results were MrgX1 ag inactive, HIF activator -0.6, SKKanGAS inh 2, RGS4 act inactive, TRPC6 act inactive, MrgX1 antag inactive, TRPC6 inh inactive, Platelet DG rel -1, RGS4 inh inactive, MrgX1 allo act inactive and TRPC4 block inactive.
CCOC(=O)c1c(NC(=O)C(C)N2CCN(S(=O)(=O)c3cccs3)CC2)sc2c1CCC(C)C2 (centres undefined) was read as MrgX1 ag inactive, HIF activator -0.3, SKKanGAS inh 10, RGS4 act inactive, TRPC6 act inactive, MrgX1 antag inactive, TRPC6 inh inactive, Platelet DG rel -26, RGS4 inh inactive, MrgX1 allo act inactive and TRPC4 block inactive.
`C/C(=N\N1CCN(c2ccccc2)CC1)c1ccco1` gave MrgX1 ag inactive, HIF activator -0.1, SKKanGAS inh 7, RGS4 act inactive, TRPC6 act inactive, MrgX1 antag inactive, TRPC6 inh inactive, Platelet DG rel 23, RGS4 inh inactive, MrgX1 allo act inactive and TRPC4 block inactive.
For COc1ccccc1NC(=O)NNC(=O)CN1C(=O)COc2ccccc21 the results were MrgX1 ag inactive, HIF activator -0.1, SKKanGAS inh 2, RGS4 act inactive, TRPC6 act inactive, MrgX1 antag inactive, TRPC6 inh inactive, Platelet DG rel -2, RGS4 inh inactive, MrgX1 allo act inactive and TRPC4 block inactive.
For Nc1cc(C(=O)O)ccc1Sc1ccccc1C(=O)O the results were MrgX1 ag inactive, HIF activator 0.1, SKKanGAS inh -2, RGS4 act inactive, TRPC6 act inactive, MrgX1 antag inactive, TRPC6 inh inactive, Platelet DG rel 6, RGS4 inh inactive, MrgX1 allo act inactive and TRPC4 block inactive.
Screening O=C(NC1CCCCCC1)c1c(O)nc2sccn2c1=O returned MrgX1 ag inactive, HIF activator -0.1, SKKanGAS inh 34, RGS4 act inactive, TRPC6 act inactive, MrgX1 antag inactive, TRPC6 inh inactive, Platelet DG rel -4, RGS4 inh inactive, MrgX1 allo act inactive and TRPC4 block inactive.
`CCC1CCCCN1C(=S)Nc1cccc(S(=O)(=O)N(C)C)c1` (centres undefined) gave MrgX1 ag inactive, HIF activator 0.2, SKKanGAS inh 4, RGS4 act inactive, TRPC6 act inactive, MrgX1 antag inactive, TRPC6 inh inactive, Platelet DG rel -6, RGS4 inh inactive, MrgX1 allo act inactive and TRPC4 block inactive.
Screening COc1ccc(-n2c(=O)cc(N3CC(C)OC(C)C3)[nH]c2=O)cc1 (centres undefined) returned MrgX1 ag inactive, HIF activator -0.2, SKKanGAS inh 4, RGS4 act inactive, TRPC6 act inactive, MrgX1 antag inactive, TRPC6 inh inactive, Platelet DG rel -3, RGS4 inh inactive, MrgX1 allo act inactive and TRPC4 block inactive.
Screening Cc1ccc(Cl)cc1N1CCN(S(=O)(=O)c2cc3c(cc2C)NC(=O)CO3)CC1 returned MrgX1 ag inactive, HIF activator -0.4, SKKanGAS inh 29, RGS4 act inactive, TRPC6 act inactive, MrgX1 antag inactive, TRPC6 inh inactive, Platelet DG rel 0, RGS4 inh inactive, MrgX1 allo act inactive and TRPC4 block inactive.
For CSc1cccc(NC(=O)C2C3C=CC4(O3)C2C(=O)N(CCCN2CCOCC2)C4C(=O)NC2CCCCC2)c1 (centres undefined) the results were MrgX1 ag inactive, HIF activator 0.1, SKKanGAS inh 1, RGS4 act inactive, TRPC6 act inactive, MrgX1 antag inactive, TRPC6 inh inactive, Platelet DG rel 0, RGS4 inh inactive, MrgX1 allo act inactive and TRPC4 block inactive.
Screening O=C(N/C(=C/c1ccco1)C(=O)N1CCOCC1)c1cccs1 returned MrgX1 ag inactive, HIF activator -0.1, SKKanGAS inh 0, RGS4 act inactive, TRPC6 act inactive, MrgX1 antag inactive, TRPC6 inh inactive, Platelet DG rel 19, RGS4 inh inactive, MrgX1 allo act inactive and TRPC4 block inactive.
For CC(C)C(OC(=O)c1cc2sccc2n1C)C(=O)NCC1CCCO1 (centres undefined) the results were MrgX1 ag inactive, HIF activator 0.0, SKKanGAS inh -4, RGS4 act inactive, TRPC6 act inactive, MrgX1 antag inactive, TRPC6 inh inactive, Platelet DG rel -3, RGS4 inh inactive, MrgX1 allo act inactive and TRPC4 block inactive.
`CC1(C)CC(=O)C=C(NNC(=O)OC(C)(C)C)C1` gave MrgX1 ag inactive, HIF activator -0.5, RGS4 act inactive, TRPC6 act inactive, MrgX1 antag inactive, TRPC6 inh inactive, Platelet DG rel -1, RGS4 inh inactive, MrgX1 allo act inactive and TRPC4 block inactive.
Screening CCc1nnc(NC(=O)CSc2nccn2-c2cccc(C)c2)s1 returned MrgX1 ag inactive, HIF activator -0.1, SKKanGAS inh -1, RGS4 act inactive, TRPC6 act inactive, MrgX1 antag inactive, TRPC6 inh inactive, Platelet DG rel 3, RGS4 inh inactive, MrgX1 allo act inactive and TRPC4 block inactive.
Screening OCCCNc1ncnc2sc3c(c12)CCN(Cc1ccccc1)C3 returned MrgX1 ag inactive, HIF activator -0.1, SKKanGAS inh 0, RGS4 act inactive, TRPC6 act inactive, MrgX1 antag inactive, TRPC6 inh -6*, Platelet DG rel 11, RGS4 inh inactive, MrgX1 allo act inactive and TRPC4 block inactive.
